Assay outcomes from PubChem.
RMI FANCM FP: RMI-FANCM interaction inhibition; Fluorescence polarization, RMI core complex with F-MM2 peptide; stronger effect = lower value; FP signal (polarization) at 33 µM; 70,000 tested, 0.58% active; in the data active = FP signal below about 40; note: inactives centre near 61; strong numbers were not always called active; unit not given here
Active calls of the source: *; & = joins results of further samples. Only part of the results is shown. The share of hits here may be higher or lower than overall.

RMI FANCM FP	Molecule
66	COc1ccc2c(CC(=O)Nc3ccccc3C(N)=O)cc(=O)oc2c1
56	C=CCn1c(=NC(=O)c2ccc(SC)cc2)sc2ccccc21
56	O=C(O)c1cc(Cl)nc(OCC(F)(F)F)c1
62	Cc1ccc(C)c(-n2c(N)c(C(=O)NCc3ccc4c(c3)OCO4)sc2=S)c1
54	NC(=O)c1nnn(Cc2ccc(Cl)cc2)c1N
59	Cc1ccc(N2C(=O)CC(Sc3cccs3)C2=O)cc1 (configuration not stated)
60	Cn1cc(Br)c(-c2cccc(NC(=O)c3nccnc3C(=O)O)c2)n1
57	COCCCNC(=S)N/N=C\c1ccc(Cl)c(Cl)c1
67	O=c1ccc(-c2ccco2)nn1CCCNS(=O)(=O)c1ccc(F)cc1F
55	O=C(O)c1cncc(C#Cc2ccccc2)c1
56	CO[C@@H]1[C@@H](O[C@@H]2O[C@H](C)[C@@H](O[C@H]3C[C@@](C)(O)[C@H](O)[C@H](C)O3)[C@H](N(C)C)[C@H]2O)[C@@H](CC=O)C[C@@H](C)[C@@H](O[C@H]2CC[C@H](N(C)C)[C@@H](C)O2)/C=C/C=C/C[C@H](C)OC(=O)C[C@H]1O
61	O=C(NCCn1ncc2c(N3CCOCC3)ncnc21)C(=O)c1c[nH]c2ccccc12
57	S=C(NNc1ccccc1)Nc1ccccc1
65	CC(C)c1cccc2sc(N(Cc3cccnc3)C(=O)c3ccn(C)n3)nc12
58	COC(=O)C1=C(C)NC2=C(C(=O)CC(C)(C)C2)C1c1cn[nH]c1-c1ccc(OC)cc1 (configuration not stated)
58	O=C(c1ccc([N+](=O)[O-])cc1)C1C(=O)N(c2ccccc2)C(=O)N(c2ccccc2)C1=O
65	COC(=O)c1ccc(C(=O)Nc2nc3cc([N+](=O)[O-])ccc3s2)cc1
58&55	COC(=O)/C(C#N)=C/N(C)C
-15*	Cc1cc(O)c2c(c1)Cc1cccc(O)c1C2=O
166	O=c1c2ccccc2oc2nc(C3CCCCC3)n(CCc3ccccc3)c(=O)c12
69	CCS(=O)(=O)NCCCn1nc(-c2ccc(C)cc2)ccc1=O
54	O=C(Nc1cccc2ccccc12)NC1Cc2ccccc2C1
74	Cc1ccc(SCc2nc3scc(C)n3c2Br)cc1
68	Cn1nccc1C(=O)N1CCN(c2nc3ccc(Cl)cc3s2)CC1
94	COc1ccc(C(=O)CSc2nc3cc(C(=O)NC(C)C)ccc3c(=O)n2CC2CCCO2)cc1 (configuration not stated)
67	O=C(c1ccccc1F)N1CCC(c2nnc(-c3ccco3)o2)CC1
53	Nc1c(C(=O)NCc2ccc(F)cc2)nnn1Cc1ccccc1
63	N#C/C(=C\N1CCN(Cc2ccc3c(c2)OCO3)CC1)C(=O)NCc1ccccc1
54	COc1cccc(C(CNC(=O)Nc2ccc(Cl)cc2)N2CCOCC2)c1 (configuration not stated)
43&57	NC[C@H](O)c1ccc(O)c(O)c1
112	CN(C)CCCN(C(=O)c1ccc(S(=O)(=O)N(C)C2CCCCC2)cc1)c1nc2ccc(Br)cc2s1
59	C=CCn1c(SCC(=O)Nc2ccc(Cl)c(Cl)c2)nnc1-c1ccc(C(C)(C)C)cc1
70	COc1ccc(S(=O)(=O)Nc2ccc3c(c2)N(C(=O)c2cccs2)CC3)cc1OC
58	O=S(=O)(c1ccccc1)c1nc(COc2ccc(Cl)cc2Cl)oc1NCc1ccccc1
58	Cc1c(C)n2c3c(=O)[nH]c(=O)n(C)c3nc2n1CCCN1CCN(c2cccc(Cl)c2)CC1
63	COc1ccc(OCC(=O)NCC(c2ccsc2)N2CCc3ccccc3C2)cc1 (configuration not stated)
59	Cn1c(-c2ccccc2)c(Cn2c(=S)sc3ccccc32)c2ccccc21
61	O=C(/C=C/c1cccs1)Nc1ccccc1C(=O)c1ccccc1
55	CC(=O)SCC(C)C(=O)O (configuration not stated)
53	CCOC(=O)NC(N1CCCCC1)(C(F)(F)F)C(F)(F)F
87	O=C(N/N=C\c1ccc(O)cc1)c1cc[n+]([O-])cc1
56	N#CC1=C(N)Oc2c(oc(CO)cc2=O)C1c1ccco1 (configuration not stated)
63	COc1cc2[nH]c(=O)n(Cc3ccc(C(=O)N4CCCC4)cc3)c(=O)c2cc1OC
64	O=C(O)CCc1csc(NC(=O)c2ccc[nH]c2=O)n1
62	COC(=O)CSC1=C(C#N)C(c2ccccc2F)CC(=O)N1 (configuration not stated)
66	Cc1onc(-c2ccccc2Cl)c1C(=O)Nc1nnc(-c2ccccc2)s1
80	COc1ccc(NC(=O)CSc2nc3c(-c4ccc(C)cc4)csc3c(=O)n2C)cc1OC
53	Cc1ccc2nc(-c3ccc(NS(=O)(=O)c4cn(C)c(=O)n(C)c4=O)cc3)sc2c1
54	CCOC(=O)C(NC(C)=O)(Nc1ccc(C(O)(C(=O)OCC)C(F)(F)F)cc1C)C(F)(F)F (configuration not stated)
64	Cc1cc(C(=O)Nc2ccc(SC#N)cc2)c(C)o1
71	O=S(=O)(CCc1ccccc1)N1CCN(c2ccc(-c3ccccc3)nn2)CC1
69	Cn1cccc1C(CNC(=O)C(=O)Nc1ccccc1Cl)N1CCc2ccccc2C1 (configuration not stated)
66	CCCN/C(=C/C(=S)Nc1cccc2ccccc12)c1ccc(OC)cc1
64	Cc1cccc2sc(NC(=O)CCc3csc(NC(=O)c4ccc[nH]c4=O)n3)nc12
68	O=C(NCCC(c1ccccc1)c1ccccc1)C(=O)Nc1cccc(C(F)(F)F)c1
68	CC(=O)Nc1ccc(S(=O)(=O)Nc2ccc3c(c2)N(C(=O)C(C)(C)C)CC3)cc1
55	O=S(=O)(c1ccc(F)cc1)N1CCC2(CC1)OCCO2
94	COC(=O)c1ccc(-c2csc(NC(=O)/C=C/c3ccc4c(c3)OCO4)n2)cc1
56	c1ccc(CSc2nc3ccccc3[nH]2)cc1
61	CCN(C(=O)C(=O)c1c(-c2ccccc2)cc2ccccn12)c1ccccc1

(cont.)
RMI FANCM FP	Molecule
68	Cc1cc(NC(=O)Cc2ccc(C(C)C)cc2)n(C(C)C)n1
76	CCc1c(C#N)c(SCC(=O)c2c(C)[nH]c3ccccc23)nc2c1C(=O)CC(C)(C)C2
70	Cc1cccc(-n2ncc3c(=O)[nH]cnc32)c1C
53	O=C(C1=C(O)C(=O)N(CCN2CCOCC2)C1c1ccccn1)c1cccs1 (configuration not stated)
60	CC(c1ccccc1)n1c(SCc2nc(-c3ccc(C(C)(C)C)cc3)no2)n[nH]c1=O (configuration not stated)
66	CCOc1ccc(-c2cc(C(=O)Nc3nnc(C(C)C)s3)no2)cc1
48	CCCS(=O)(=O)/C(C#N)=N\Nc1cc(C(F)(F)F)cc(C(F)(F)F)c1
125	COc1ccc(-c2noc(-c3ccc(CS(=O)(=O)Cc4cccc(C)c4)o3)n2)cc1OC
61	Cc1c(Cl)ccc2c(=O)c(CN3CCOCC3)c[nH]c12
73	COc1ccc(NC(=O)Cn2nc(-c3cccs3)c3sc(N4CCCC4)nc3c2=O)c(OC)c1
53	COc1ccc(S(=O)(=O)Nc2cc(-c3ccccc3)sc2C(C)=O)cc1OC
61	COc1ccc(NC(=O)CSc2nc3c(cc2C#N)C(=O)CC(C)(C)C3)c(OC)c1
58	Cc1cs/c(=N/N=C\c2cccc([N+](=O)[O-])c2)n1Cc1ccco1
63	CCc1ccc(OC)c(S(=O)(=O)NCCN2CCN(c3ccccc3F)CC2)c1
66	CCOc1cc(C(=O)Nc2cc([N+](=O)[O-])ccc2OC)cc(OCC)c1OCC
71	COc1ccc(CNC(=O)NCC(c2ccsc2)N2CCCC2)cc1OC (configuration not stated)
63	CCCCNC(=O)Cc1csc2nc(-c3ccc(OCC)cc3)cn12
66	COC(=O)c1cccc(Nc2nn3c(=O)c4cc(Cl)ccc4nc3s2)c1
55	O=C(O)CC1(CC(=O)NCc2ccccn2)CCCCC1
55	O=C(O)c1c2c(nc3ccccc13)CSc1ccc(Cl)cc1-2
55	Cn1c(SCc2cc(=O)oc3cc(O)ccc23)nnc1-c1ccc(C(C)(C)C)cc1
59	O=C(Nc1cccc(C(F)(F)F)c1)c1cccnc1
51	NC(=O)C(=O)O
60	C=CCSc1ncnc2c1sc1nc(C)cc(C)c12
71	COc1ccc(CCS(=O)(=O)O)cc1
64	Cc1ccc(S(=O)(=O)NC(=O)Nc2nc3ccc([N+](=O)[O-])cc3s2)cc1
62	CC(NC(=O)CCc1csc(NC(=O)c2ccc[nH]c2=O)n1)c1ccccc1 (configuration not stated)
61	C=C(C)C(=O)Oc1ccc(N2C(=O)C3C4C=CC(C4)C3C2=O)cc1 (configuration not stated)
65	COc1ccc(N2C(=O)CC(C3CCCC=C3N3CCOCC3)C2=O)c(OC)c1 (configuration not stated)
70	COc1ccc2nc(-c3ccc(F)c(NC(=O)CC4CCCC4)c3)cn2n1

Rewritten with tabs: five of the compounds above.
Compound	RMI FANCM FP
CCOc1cc(C(=O)Nc2cc([N+](=O)[O-])ccc2OC)cc(OCC)c1OCC	66
C=CCSc1ncnc2c1sc1nc(C)cc(C)c12	60
O=C(O)CC1(CC(=O)NCc2ccccn2)CCCCC1	55
Cc1c(Cl)ccc2c(=O)c(CN3CCOCC3)c[nH]c12	61
Cc1cs/c(=N/N=C\c2cccc([N+](=O)[O-])c2)n1Cc1ccco1	58

(more compounds)
RMI FANCM FP	Molecule
72	CC1CCc2c(sc3ncnc(SCC(=O)NCC4CCCO4)c23)C1 (configuration not stated)
59	Cc1c(-c2ccnn2C(=O)Nc2ccccc2)sc2ccccc12
63	Cc1cc(=O)[nH]c(-n2nc(C)c(CCC(=O)NCc3cccs3)c2C)n1
68	CCCCNS(=O)(=O)c1ccc2c(c1)C(=NO)c1cc(S(=O)(=O)NCCCC)ccc1-2
72	Cc1ccc(NC(=O)CSc2nccn3nc(-c4ccc(F)cc4)cc23)cc1C
61	COCCn1c(=NC(=O)CSC(C)=O)sc2cc(OC)ccc21
64	Cc1cc(C)n(/N=c2/sc(-c3ccccc3)cn2C2CC3C=CC2C3)c(=O)c1C#N (configuration not stated)
47	CCc1nnc(NC(=O)c2ccncc2)s1
55	CC(=Nc1ccccc1C(F)(F)F)c1cccs1
42	O=C(/C=C/S(=O)(=O)c1ccc(Br)cc1)c1ccc(F)cc1
67	COc1cccc(C(=O)Nc2nnc(-c3ccc4c(c3)OCO4)o2)c1OC
70	Cc1cc(C)c2sc(N(Cc3ccccn3)C(=O)c3ccnn3C)nc2c1
41	COC(=O)/C(C#N)=C/c1cc(Br)c(OC(C)=O)c(OC)c1
65	Oc1c(I)cc(I)c2cccnc12
59&61	COc1ccc(CCNC(=O)Nc2csc3ccccc23)cc1OC
63	CCOC(=O)c1c(S(=O)(=O)N2CCOCC2)c(-c2ccccc2)n(-c2ccccc2)c1C
58	Cn1ncc2c(Nc3cccc([N+](=O)[O-])c3)ncnc21
54	COc1cc2c(CCNC(C)=O)c[nH]c2cc1Cl
60	O=C(O)/C=C\C(=O)Nc1ccc(Cl)c(Cl)c1
60	NC1C=CC=C(C(=O)O)C1 (configuration not stated)
56	COC(=O)CCCOc1ccc(Cl)cc1Cl
58	COc1cc2c(=O)oc(-c3cccnc3Oc3ccccc3)nc2c(OC)c1OC
76	CCOC(=O)N1CCc2c(sc(NC(=O)/C=C/c3ccccc3Cl)c2C#N)C1
58	Cn1c2c(c3ccccc31)/C(=N\OC(=O)c1cccc(C(F)(F)F)c1)CCC2
61	O=C(CSc1nnc(-c2ccco2)o1)Nc1nc(-c2ccccc2)cs1
51	Cc1cccc(S(=O)(=O)Nc2ccc(Cl)c(C(F)(F)F)c2)c1
69	Cc1cc(-c2nnc(NC(=O)Cc3ccc(F)cc3)o2)nn1C
57	CCC(C)C(=O)OC1[C@@H]2CC3=C4CC(=O)O[C@@H](c5ccoc5)[C@]4(C)CCC3[C@@](C)(C2=O)[C@@H](CC(=O)OC)C1(C)C (some centres not stated)
64	CN1CCN(c2nc3ccc(NC(=O)c4ccc([N+](=O)[O-])s4)cc3s2)CC1
62	O=C1CN(c2ccc(OC(F)(F)F)cc2)C(=O)CN1CC1CC1

Four of the compounds above, with each value named:
> NC(=O)C(=O)O
  RMI FANCM FP: 51

> C=CCSc1ncnc2c1sc1nc(C)cc(C)c12
  RMI FANCM FP: 60

> COc1ccc(CCS(=O)(=O)O)cc1
  RMI FANCM FP: 71

> Cc1ccc(S(=O)(=O)NC(=O)Nc2nc3ccc([N+](=O)[O-])cc3s2)cc1
  RMI FANCM FP: 64

New compounds follow:
RMI FANCM FP	Molecule
74	CCCN1CCCc2cc(CCNC(=O)C(=O)Nc3ccc(F)cc3)ccc21
76	Cc1cccc(-n2nnnc2SCC(=O)N(c2ccccc2)C(C)C)c1
53	Cc1cc(Nc2ccc(C)c(Cl)c2)nc(-n2nc(C)cc2C)n1
57	C1=CC2C(C1)C1CC(Oc3ccccc3)C2C1 (configuration not stated)
67	COc1ccc(C)c2sc(N(CCN3CCOCC3)C(=O)c3cc(C)no3)nc12
60	CC(C)CNS(=O)(=O)c1ccc2nc(NC(=O)c3ccccn3)sc2c1
64	CC1(C)COc2ccc(NS(=O)(=O)C3CCCCC3)cc2NC1=O
62	Cc1csc2nc(NC(=O)c3ccccc3)sc(=O)c12
71	CCc1nnc2ccc(OCCNC(=O)COc3ccc4c(c3)OCO4)nn12
68	Cc1ccccc1C(=O)NCCNC(=O)c1ccc(NC(=O)C(C)C)cc1
73	O=C(Nc1ccc2c(c1)CN(C(=O)C1CC1)CC2)c1cccs1
65	O=C(Cn1cnc(-c2ccc(F)cc2)cc1=O)N1CCN(CCc2ccccc2)CC1
54	CCOC(=O)c1cc(C(C)(C)C)n(CCCN2CCOCC2)c1C

Random excerpt: three compounds from above.
RMI FANCM FP	Molecule
76	Cc1cccc(-n2nnnc2SCC(=O)N(c2ccccc2)C(C)C)c1
73	O=C(Nc1ccc2c(c1)CN(C(=O)C1CC1)CC2)c1cccs1
57	C1=CC2C(C1)C1CC(Oc3ccccc3)C2C1 (configuration not stated)
